H9c2 TAG inh: reduces triacylglycerol accumulation in H9c2 cells; Nile Red lipid (TAG) fluorescence; cells loaded with 200 µM oleic acid; inhibition, % at 12.5 µM; 230,000 tested, 0.66% active; AID 651582;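 active = pattern-corrected inhibition of lipid staining of at least 50% with the nuclear-stain viability signal not falling by more than 50%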;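 note: 0% = DMSO wells and 100% = triacsin C control wells; some results filed as inactive read as strong as hits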
H9c2 TAG inh DAPI viability: further read-out of H9c2 TAG inh, marked with its call; DAPI nuclei signal change (viability), lower = more cytotoxic, %;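 whole-well DAPI fluorescence read on a plate reader as a viability signal; minus 50 percent equals half of cells still viable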
* = called active by the depositor. Only part of the results is shown. The share of hits here may be higher or lower than overall.

SMILES	H9c2 TAG inh	H9c2 TAG inh DAPI viability
COCCCn1nnnc1SCC(=O)N1CCCC1	-2.9	0.5
CCN1CCN(c2ccc(S(=O)(=O)N3CCOCC3)cc2NC(=O)C(C)Oc2ccc(F)cc2)CC1 (stereo not given)	12.2	-0.1
O=C(CCc1nnc(CCC2CCCCC2)o1)NCCc1cccnc1	7.7	10.4
COc1ccc(CCNC(=O)c2ccc(CNS(=O)(=O)c3cc(C)ccc3C)cc2)cc1OC	27.9	4.9
NCCc1c(C(=O)O)[nH]c2ccc([N+](=O)[O-])cc12	-6.2	5.4
Cc1ccc(NC(=O)NC2(C(=O)NCc3ccco3)CCCCC2)cc1	4.4	-2.9
Cc1cc(Nc2ccc(Br)cc2)nc(-c2ccccc2O)n1	11.7	57.3
Cc1ccc(C(=O)N(C)c2nnc(-c3ccncc3)s2)cc1	4.5	-2.2
O=C(NC1CCCCC1)N1CCN(S(=O)(=O)c2ccc(F)cc2)CC1	-8.8	-1.1
CN(CCNC(=O)c1c[nH]c2c1ccc1ccccc12)CCNC(=O)c1c[nH]c2c1ccc1ccccc12	35.7	47.7
Cc1cccc(S(=O)(=O)Nc2ccc3c(c2)OCCO3)c1	-9.1	-5.2
COc1ccc(NC(=O)COC(=O)Cc2ccsc2)c(OC)c1	-2.1	3.1
O=C1N(Cc2cccc(Cl)c2)C[C@@H]2C[C@@H](c3ccco3)N3CCC[C@@]123	-15.5	0.3
O=C1OC(c2ccc(Cl)cc2)=N/C1=C\C=C\c1ccco1	7.2	14.6
O=C(NN=Cc1c(O)ccc2ccccc12)c1ccc2c(c1)OCO2	8.5	-16.2
CCCC1(c2ccccc2)NC(=O)N(CC(=O)Nc2cc(S(=O)(=O)N3CCOCC3)ccc2Cl)C1=O (stereo not given)	5.3	-2.0
COC(=O)c1[nH]c2ccc(F)cc2c1NS(=O)(=O)c1ccc(OC)cc1OC	3.2	-4.5
Cc1ccc(C)n1NC(=O)c1cccc(Cl)c1	8.6	-6.0
COc1ccc(CCNC(=O)C(=O)NCCC2CCCCN2S(=O)(=O)c2cccs2)cc1 (stereo not given)	5.1	-5.9
CC1(C(=O)NS(=O)(=O)c2ccccc2C(F)(F)F)CCN1C(=O)CCc1cccs1 (stereo not given)	15.9	-1.6
O=S(=O)(c1cccc2cccnc12)N1CCN(Cc2ccc3c(c2)OCO3)CC1	-7.1	-4.1
Cc1cc(OCC(=O)Nc2ccccc2N2CCOCC2)c(C(C)C)cc1Cl	-22.1	14.2
CCCn1c(SCC(=O)Nc2nnc(CC)s2)nnc1-c1ccncc1	3.3	-5.9
CN(Cc1ccccc1)C(=C(Cl)Cl)/C(=C1/NCCN1C)[N+](=O)[O-]	-0.7	-7.8
Cc1cccc(C)c1NC(=O)CN(C)C(=O)C1=COCCO1	-7.0	-5.7

Complete entries from above. Values in the order: H9c2 TAG inh	H9c2 TAG inh DAPI viability
Listed for O=C(NN=Cc1c(O)ccc2ccccc12)c1ccc2c(c1)OCO2 : 8.5	-16.2
Listed for CN(Cc1ccccc1)C(=C(Cl)Cl)/C(=C1/NCCN1C)[N+](=O)[O-] : -0.7	-7.8
Listed for COC(=O)c1[nH]c2ccc(F)cc2c1NS(=O)(=O)c1ccc(OC)cc1OC : 3.2	-4.5
Listed for NCCc1c(C(=O)O)[nH]c2ccc([N+](=O)[O-])cc12 : -6.2	5.4
Listed for COCCCn1nnnc1SCC(=O)N1CCCC1 : -2.9	0.5

Other compounds follow:
SMILES	H9c2 TAG inh	H9c2 TAG inh DAPI viability
CC(=O)Nc1ccc(Nc2ccccc2)cc1	-3.8	-4.6
CCCCn1c(N)c(N(CC)C(=O)c2ccncc2)c(=O)[nH]c1=O	4.6	-6.7
O=C(NCc1nnnn1-c1ccc(F)cc1)c1ccc2ccccc2c1	-16.4	0.6
Cc1cc(C)c(NC(=S)N(CCN(C)C)C(C)c2cccnc2)c(C)c1 (stereo not given)	-5.1	7.3
Cn1c(CCNC(=O)c2ccco2)nc2ccccc21	-3.5	0.2
CC(C)(C)NC(=O)NC(=O)COC(=O)C1CCN(S(=O)(=O)c2cccs2)CC1	-3.9	-0.1
O=C(CNC(=O)c1nc[nH]c1C(=O)N1CCc2ccccc2C1)OCc1ccccc1	-0.3	-4.8
CCc1nnc(NC(=O)C2CCN(c3nccc(C)n3)CC2)s1	-27.8	9.7
CCOc1ccc2oc(C(=O)NC3CC(C)(C)NC(C)(C)C3)c(C)c2c1	4.2	36.7
CCOC(=O)CCC(=O)NNC(=O)c1ccc(NC(=O)c2ccccc2)cc1	1.4	10.8
COc1ccc(NC(=O)C2CCCC2)cn1	-0.6	2.6
Cc1c(NC(=O)COc2ncnc3ccccc23)c(=O)n(-c2ccccc2)n1C	19.7	-5.5
Cn1c(=O)c2c(nc(CN3CCOCC3)n2CC(=O)c2ccccc2)n(C)c1=O	-5.4	-10.4
Nc1ccc(N2CCOCC2)c(S(=O)(=O)Nc2cc(Cl)ccc2Cl)c1	-7.2	-6.4
COc1ccc(OC)c(NC(=O)Cc2csc(NC(=O)Nc3ccccc3OC)n2)c1	-0.6	8.6
C/C(=N\NC(=O)c1ccncc1)c1cccs1	5.4	-14.5
COc1ccc(CCC(=O)Nc2ccc(Cn3ccnc3)cc2)cc1	13.8	-12.9
O=C(CNC(=O)c1ccccc1)OCC(=O)c1c[nH]c2ccccc12	0.1	7.7
Cn1c(C(=O)N2CCC(C(N)=O)CC2)cc2cc(Cl)ccc21	18.1	-9.0
NC(=O)C1CCCN(C(=S)NCc2ccc3c(c2)OCO3)C1 (stereo not given)	4.2	4.9
CCCCCCn1c(N2CCC(C(N)=O)CC2)nc2c1c(=O)[nH]c(=O)n2C	-8.5	-2.1
COc1ccc(CN(C)C[C@H]2OCCCC[C@@H](C)Oc3ccc(NS(C)(=O)=O)cc3C(=O)N([C@H](C)CO)C[C@@H]2C)cc1	2.9	3.8
CCOC(=O)c1ccc(-n2c(C)nc3c(cnn3-c3ccc(Cl)cc3)c2=O)cc1	9.5	-12.3
O=C(COc1ccc(-c2ccccc2)cc1)N1CCN(C(=O)c2cccnc2)CC1	20.4	-6.3
CCOc1ccc(NS(=O)(=O)c2cc(C(=O)NCCN3CCOCC3)ccc2C)cc1	-31.2	2.3
Next section:
SMILES	H9c2 TAG inh	H9c2 TAG inh DAPI viability
Cc1ccc2nc(CSc3nc(C)nc4c3oc3ccccc34)[nH]c2c1	1.6	-12.8
CC(C)COc1ccc(C(=O)Nc2cc(S(=O)(=O)N3CCOCC3)ccc2N2CCCC2)cc1	12.7	5.4
NC(=O)N/N=C/c1cc(F)cc(F)c1	-9.9	4.4
CCOc1ncccc1C(=O)Nc1nnc(C)s1	-4.9	10.4
[O-][N+]1=C(c2cccs2)CN(O)C1	-11.9	1.0
[O-][n+]1onc2c1CCc1c-2nc(-c2ccccc2)n1OCc1ccccc1	-0.2	-8.4
CCc1nnc(NC(=O)c2ccc(S(=O)(=O)N3CCCC(C)C3)cc2)o1 (stereo not given)	-6.5	31.0
CCOc1cc(NC(=O)c2cccs2)c(OCC)cc1NC(=O)CCC(=O)NCCN1CCOCC1	5.9	0.0
CC(=O)c1cccc(NC(=O)C(C)OC(=O)CCn2c(C)csc2=O)c1 (stereo not given)	-0.3	-1.9
COc1ccc(-c2sc3cc(OC)c(OC)cc3c2C#CCCO)cc1	2.1	18.1
Nc1nc(Cl)cc(Sc2ccc(F)cc2)n1	3.2	0.3
COc1ccc(-c2cc(C(=O)NCC3CCCO3)c3cc(C)ccc3n2)cc1 (stereo not given)	2.4	103.1
O=C(NCC(c1cccs1)N1CCOCC1)c1cnc(Cl)c(Cl)c1 (stereo not given)	10.7	-11.0
Cc1cc(N2C(=O)CC(N3CCN(c4ccc(C(=O)c5cccs5)cc4)CC3)C2=O)no1 (stereo not given)	1.2	8.1
O=C(N1CCCCC1)N1CCC(c2nc3ccccc3[nH]2)CC1	2.1	-0.7
Cc1nn(-c2ccccc2)c2[nH]c(=O)c(CNCC3CCCO3)cc12 (stereo not given)	8.0	-17.4
O=C(O)c1cc(-c2ccco2)nc2ccc(Br)cc12	3.3	-7.1
CCN(CC)C(=O)[C@H]1C[C@H](CC(=O)NC(C)(C)C)C(=O)N2CCc3c([nH]c4cc(-c5ccco5)ccc34)[C@]12C	0.6	-5.3
O=C(N/N=C/c1cc2c3c(c1O)CCCN3CCC2)c1ccccc1O	19.3	-16.1
CCCNC(=S)N(Cc1cc2cc(C)ccc2n2nnnc12)CC(C)(C)CN(C)C	17.0	8.5
Nc1scc2c(C(=O)O)nn(-c3ccccc3)c(=O)c12	-12.3	7.8
Cn1cc(SCC(=O)NCC2CCCO2)c2ccccc21 (stereo not given)	-5.2	1.1
Cc1cccc(NC(=O)C2CCN(S(=O)(=O)c3cccs3)CC2)c1	-18.0	6.0
CCN1CCN(c2ccc(S(=O)(=O)N3CCCCC3)cc2NC(=O)c2cccc(C(F)(F)F)c2)CC1	10.4	13.5
CCC1(c2ccccc2)NC(=O)N(CC(=O)Nc2cc(S(=O)(=O)N3CCCCC3)ccc2OC(C)C)C1=O (stereo not given)	-3.6	-0.1

Compounds listed so far with a CF3 group (two):
SMILES	H9c2 TAG inh	H9c2 TAG inh DAPI viability
CC1(C(=O)NS(=O)(=O)c2ccccc2C(F)(F)F)CCN1C(=O)CCc1cccs1 (stereo not given)	15.9	-1.6
CCN1CCN(c2ccc(S(=O)(=O)N3CCCCC3)cc2NC(=O)c2cccc(C(F)(F)F)c2)CC1	10.4	13.5

Further entries follow:
SMILES	H9c2 TAG inh	H9c2 TAG inh DAPI viability
C[C@H](CO)N1C[C@H](C)[C@@H](CN(C)Cc2ccc(C(=O)O)cc2)Oc2c(NS(=O)(=O)c3ccccc3)cccc2C1=O	-4.5	5.2
CN(C)/C=C/C(=O)c1ccc(S(=O)c2ccccc2)cc1 (stereo not given)	0.6	-9.5
C/C(=N\NC(=O)c1cc(O)cc(O)c1)c1ccc(NC(=O)Cc2ccccc2)cc1	-4.7	-3.4
CCn1c(C)nc2cc(C(=O)NNC(=O)c3ccc(C)cc3)ccc21	-5.3	-3.9
COc1ccc2c(c1OC)CN1CCc3cc4c(cc3[C@@H]1[C@@H]2O)OCO4	-65.1	-5.5
CC(=O)c1ccc(N2CCCCCC2)c(F)c1	2.5	-7.2
CCOc1ccc(NC(=O)CCn2c(=O)[nH]c3ccsc3c2=O)cc1	7.3	5.6
C=CCn1c(CCNC(=O)C(C)(C)C)nc2ccccc21	1.8	0.4
Nc1c(Cl)cc(-c2csc(NCCc3nc4cc(Cl)c(Cl)cc4n3CCCO)n2)cc1Cl	19.6	2.8
CC(C)C(N)c1csc(NC(=O)Nc2cccc(Cl)c2)n1 (stereo not given)	21.6	1.7
CCCNC(=O)CN1C(=O)NC(CCc2ccccc2)C1=O (stereo not given)	-1.9	1.0
Cn1cncc1C#Cc1c(-c2ccsc2)sc2ccccc12	-0.2	7.2
Cc1ccc(Cl)cc1N1CCN(S(=O)(=O)c2cc3c(cc2C)NC(=O)CO3)CC1	6.2	-5.4
O=[N+]([O-])c1ccc(CSc2nc3ccccc3o2)cc1	-14.1	2.0
Cc1ccc(C(=O)O/N=C(\N)Cc2ccc([N+](=O)[O-])cc2)c(Cl)c1	-40.7	2.4
O=C(c1ccc(S(=O)(=O)Cc2ccccc2F)c([N+](=O)[O-])c1)N1CCCCCC1	16.7	-3.1
CC(C)COC(=O)N(C)c1ccc(C(O)(C(F)(F)F)C(F)(F)F)cc1	-18.8	0.7
CCC[C@@H](CN1CCC[C@H]1CN1C(N)=NC[C@@H]1Cc1ccccc1)N1C[C@@H]([C@H](C)CC)N(CCCC2CCCC2)C1=N	24.5	1.7
CC(=O)c1cc2c(cc1NC(=O)Nc1cccc(Cl)c1)OCCO2	12.8	2.5
CC(=O)Nc1ccc2c(COC(=O)CC3Sc4ccccc4NC3=O)cc(=O)oc2c1 (stereo not given)	-10.9	46.3
CCNC(=O)C(=O)NCC1CCCN1S(=O)(=O)c1cccs1 (stereo not given)	12.8	-10.4
COc1ccc(OC)c(NC(=O)CSc2ncccc2C(=O)O)c1	8.3	1.1
CCOC(=O)CNC(=O)CN1C(=O)CC(c2ccccc2)S(=O)(=O)c2ccccc21 (stereo not given)	12.4	12.1
Cc1cn([C@H]2C[C@H](N=[N+]=[N-])[C@@H](CO)O2)c(=O)[nH]c1=O	-7.4	2.4
CCCSc1nc(C)c(CC(=O)O)c(=O)[nH]1	-4.4	2.7
Remaining list, next part
SMILES	H9c2 TAG inh	H9c2 TAG inh DAPI viability
Cc1onc(-c2ccccc2)c1C(=O)N1CCN(S(=O)(=O)c2ccc3c(c2)OCCO3)CC1	1.2	-9.9
CCNc1nc(Oc2ccc(=O)[nH]n2)nc(SC)n1	-0.5	-7.8
C/C(=N\NC(=S)NC(C)C)c1ccc(-n2ccnc2)cc1	-15.5	12.7
Cc1ccccc1CNC(=O)C1CCN(c2nnc(N3CCCC3=O)s2)CC1	-0.5	12.2
C=CCN(C(=O)CNC(=O)c1ccco1)C(C(=O)NC1CCCCC1)c1ccc(OC)cc1 (stereo not given)	8.7	5.0
COc1ccccc1/C=N/N1C(=O)c2cccc3cccc(c23)C1=O	2.6	-8.9
CCC(C)C(=O)Nc1nnc(SCC(=O)NC(C)(C)C)s1 (stereo not given)	3.7	-1.1
CCCCNc1c(-c2cccc(-c3ccc(OC)cc3)c2)nc2cc(C)ccn12	3.5	107.0
CC(=O)c1cnc(SCc2ccc(Cl)cc2)nc1C	-4.2	-2.6

6 consecutive records out of the list so far:
SMILES	H9c2 TAG inh	H9c2 TAG inh DAPI viability
COCCCn1nnnc1SCC(=O)N1CCCC1	-2.9	0.5
CCN1CCN(c2ccc(S(=O)(=O)N3CCOCC3)cc2NC(=O)C(C)Oc2ccc(F)cc2)CC1 (stereo not given)	12.2	-0.1
O=C(CCc1nnc(CCC2CCCCC2)o1)NCCc1cccnc1	7.7	10.4
COc1ccc(CCNC(=O)c2ccc(CNS(=O)(=O)c3cc(C)ccc3C)cc2)cc1OC	27.9	4.9
NCCc1c(C(=O)O)[nH]c2ccc([N+](=O)[O-])cc12	-6.2	5.4
Cc1ccc(NC(=O)NC2(C(=O)NCc3ccco3)CCCCC2)cc1	4.4	-2.9

High-throughput results: PubChem, Sanford-Burnham Center for Chemical Genomics
